# Lipid droplet – modulators of hepatic lipid droplet formation | AML12 mouse hepatocytes, oleate lipid droplets, BODIPY imaging | AID 1656 | inhibition, % at 6.5 µM | actives 0.4% (n = 240,000);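 active = lipid droplet intensity inhibited by at least 50%, with more than 500 cells counted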
#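 Assay system: AML12 mouse liver cells | Compound: 6.5 µM single-point dosing | Schedule: Overnight exposure | Technique: Fluorescence imaging, 20x objective, two fields per well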
# T cell modulator – modulates CD8 T cell binding to vesicles; AID 2052; calls only at 7 µM; actives 0.068% (n = 330,000); 2C CD8+ T cell-vesicle binding, flow cytometry; active compounds read low;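 active = response, share of CD8 T cells binding vesicles, and their 90th percentile fluorescence all below set limits, cut at about 80% in these data, passing the limit was not always enough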
#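 Assay system: 2C TCR transgenic mouse naive CD8+ T cells, MACS-purified | Read-out: CD8+ gate FL2 mean fluorescence as % of same-row positive control | Signal: High-throughput flow cytometry with anti-B7-1 and anti-CD8 staining | Timing: Binding step 1.5 h, 37 °C, antibody labelling 20 min, ice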
# Lipid droplet cells 6.5 µM – also measured in Lipid droplet; calls as there; cell count; measured here: cell count, cytotoxicity flag;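 cells counted across two imaged fields per well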
# T cell modulator vesicle-bound % – further read-out of T cell modulator, marked with its call; double positive events, %; measured here: CD8+ vesicle-bound cell fraction;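 binding gate set so that unloaded-vesicle control wells show 10% double positive cells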
# Numbers without * were called inactive; i = inactive; + = active, no number. An excerpt (hit frequency here may not be typical).
SMILES,Lipid droplet,Lipid droplet cells 6.5 µM,T cell modulator,T cell modulator vesicle-bound %
COC(=O)c1ccc(COc2cccc3c2OC(C)(C)C3)cc1,5.6,663,i,68.8
CCOc1ccc(Cl)cc1S(=O)(=O)N1CCC(C(=O)N2CCCC2)CC1,0.7,706,i,12.8
O=C(CSCc1ccc(Br)cc1)Nc1ccccc1C(=O)N1CCOCC1,5.0,697,i,12.5
O=C(CSc1nnc(-c2ccco2)o1)Nc1ccccc1Cl,2.2,907,i,0.0
CCn1c(C)cc(O)c(C(=O)Nc2cccc(Cl)c2)c1=O,11.7,666,i,18.1
O=C(Nc1ccc(F)cc1)c1cc(S(=O)(=O)N2CCOCC2)cs1,3.0,882,i,62.0
CCOC(=O)C1CCN(Cc2nnc(-c3cccc(Br)c3)o2)CC1,-4.7,816,i,46.2
COc1ccc(OCc2cc(C(=O)N(C)C3CCOC3)no2)c(Cl)c1 (stereo unspecified),9.1,706,i,71.6
CN(C)S(=O)(=O)c1ccc(S(=O)(=O)NCc2cccs2)cc1,0.0,814,i,39.1
O=c1oc(-c2cccc([N+](=O)[O-])c2)nc2ccccc12,9.9,791,i,13.8
COc1ccc(CNC(=O)CS(=O)(=O)Cc2nc(-c3cccc(OC)c3)oc2C)cc1,-2.6,642,i,26.3
CC(NCc1ccc2c(c1)OCO2)c1ccccc1 (stereo unspecified),-0.3,815,i,27.0
O=C(N=C1SC2CS(=O)(=O)CC2N1Cc1ccc(F)cc1)C1CCCO1 (stereo unspecified),-2.3,709,i,23.8
COC(=O)c1cccc(NC(=O)c2cc3ccccc3o2)c1,-10.6,812,i,61.3
Cc1ccccc1NC(=O)Cc1nc(COC(=O)CCOc2ccccc2)cs1,-10.7,796,i,38.5
CCOc1ccc(N(C(=O)CNC(=O)c2ccco2)C(C(=O)NC2CCCC2)c2ccco2)cc1 (stereo unspecified),-1.0,720,i,30.1
NC(=O)c1nsc(C(=O)N(CC(=O)NCc2ccccc2)c2ccc(F)cc2)c1N,-6.1,782,i,31.6
O=C(NCc1cccc(C(F)(F)F)c1)c1cccc(S(=O)(=O)N2CCN(Cc3ccccc3)CC2)c1,-31.1,685,i,59.9
COc1ccc(O)c(CN2CCC(n3nccc3NC(=O)CCOc3ccccc3)CC2)c1,1.2,813,i,36.3
COCC(COS(N)(=O)=O)Cc1ccccc1 (stereo unspecified),18.7,804,i,24.4
Cc1cc(C)nc(Nc2ccccc2Cl)n1,-13.4,828,i,56.9
COc1ccc(N2CCN(c3ncnc4scc(-c5ccccc5)c34)CC2)cc1,-10.1,777,i,14.7
Cc1ccc(NC(=O)CCNC(=O)c2ccco2)cc1Cl,8.4,784,i,16.1
O=C(COc1ccccc1)Nc1ccc(S(=O)(=O)Nc2ccccn2)cc1,7.7,535,i,15.8
COCCn1cnc2c1c(=O)n(CC(=O)NN)c(=O)n2Cc1ccccc1,-2.6,838,i,62.5
# More entries follow.
SMILES,Lipid droplet,Lipid droplet cells 6.5 µM,T cell modulator,T cell modulator vesicle-bound %
Cc1ccc(CN2CCC(n3nccc3NC(=O)CCOc3ccccc3)CC2)o1,1.8,855,i,3.2
COc1ccc(S(=O)(=O)NCCOc2ccccc2)cc1F,0.0,851,i,27.1
COCCNC(=S)N1CCN(c2nc(-c3ccc(F)cc3)cs2)CC1,4.0,776,i,38.3
O=C1CN(C(=O)c2ccccc2Cl)c2ccccc2N1,1.5,785,i,43.8
O=C(NCCNC(=O)c1cccnc1)c1ccc(Br)cc1,31.6,814,i,38.2
Cc1ccc(CNC(=O)c2ccc(NC3=NC4CS(=O)(=O)CC4S3)cc2)cc1 (stereo unspecified),-12.2,774,i,36.1
Cc1cc(NC(=O)c2ccc(Cl)cc2)n(CCC#N)n1,-8.9,814,i,51.4
Cc1cccc(C(=O)N/N=C/c2coc3ccccc3c2=O)c1,1.1,826,i,5.7
Cc1c(NC(=O)COc2ccc3ccccc3c2)c(=O)n(-c2ccccc2)n1C,-4.8,742,i,31.9
Cc1c(C(=O)N2CCN(c3ccccc3)CC2)oc2c1C(=O)CC(C)(C)C2,-20.7,687,i,67.1
COc1ccc(C2(c3ccc(OC)cc3)NC(=O)N(CC(=O)N(C)C)C2=O)cc1,-6.6,778,i,23.1
CCCn1cc(CN2CCc3ccc(NC(=O)C4CCCO4)cc3C2)c(C)n1 (stereo unspecified),19.4,697,i,49.8
O=C(N/N=C/c1cccnc1)c1cccc(Br)c1,3.2,822,i,57.7
FC(F)(F)c1cc(C(F)(F)F)c2ccc(N3CCOCC3)nc2n1,0.9,688,i,59.0
COc1cc(NC(=O)CN2C(=O)COc3ccc(S(=O)(=O)N4CCCC4)cc32)cc(OC)c1,2.0,726,i,11.3
CC(C)(C)NC(=O)CN(Cc1ccccc1)S(=O)(=O)c1ccccc1,-12.3,815,i,61.4
C/C(=N\NC(=O)C1CCCC1)c1ccc(Cl)cc1Cl,-11.4,668,i,43.6
Cc1ccc2nc(N3CC(C)OC(C)C3)nc(-c3ccccc3)c2c1 (stereo unspecified),-2.2,739,i,41.9
O=C(Nc1nc2cc3c(cc2s1)OCCO3)c1ccc([N+](=O)[O-])o1,-5.8,753,i,42.7
Cc1ccc(OCC(=O)N2CCc3ccccc3C2)c(Br)c1,-4.6,807,i,8.0
CCc1cccc(NS(=O)(=O)c2ccc3c(c2)NC(=O)CO3)c1,-48.4,708,i,12.2
COCC(=O)Nc1ccc(S(=O)(=O)NCC2CCCO2)cc1 (stereo unspecified),5.8,754,i,12.5
Cc1c(C)n(Cc2ccc(F)cc2)c2ccc(C(=O)NCCN3CCOCC3)cc12,-12.1,733,i,8.1
COc1ccc(CNC(=O)[C@H](C)NC(=O)C2CC(=O)N(c3ccc4c(c3)OCO4)C2)cc1 (stereo partly specified),-0.4,742,i,27.2
CCOc1ccc(S(=O)(=O)N2CCOCC2)cc1NC(=O)CSCC(=O)Nc1cccc(C)c1,-0.5,851,+,11.1*
# Further structures.
SMILES,Lipid droplet,Lipid droplet cells 6.5 µM,T cell modulator,T cell modulator vesicle-bound %
COn1c(=O)c(-c2cccc(Br)c2)[n+]([O-])c2ccccc21,5.2,825,i,54.7
CC(C)(C)NC(=O)CN(Cc1ccco1)C(=O)CCC(=O)Nc1nccs1,3.1,779,i,23.6
O=C(COc1ccc(F)cc1)N(Cc1cccs1)C1CCS(=O)(=O)C1 (stereo unspecified),-1.0,749,i,36.3
Cc1ccccc1N1CCN(CC(=O)Nc2nccs2)CC1,-1.8,823,i,49.2
CC(C)(CN1CCCC1)NC(=O)C1CCC(=O)N(CCCN2CCOCC2)C1 (stereo unspecified),3.1,785,i,6.5
CCn1c(SCC(=O)N2CCN(C)CC2)nc2c1c(=O)n(C)c(=O)n2C,-4.1,707,i,43.3
COc1ccc2oc(-c3ccccc3)c(C(=O)N(C)C)c2c1,3.0,810,i,59.0
Cc1ccc(CCNC(=O)C2=CCN(S(=O)(=O)c3ccccc3)CC2)cc1,-13.3,703,i,7.8
CN(CCOCCOc1ccc(F)cc1)Cc1ccccc1,-2.8,781,i,27.3
CCN1C(=O)[C@H]2[C@@H](c3ccc(C)cc3)N3C(=O)N(c4ccc(OC)cc4)C(=O)[C@@]3(Cc3ccc(Cl)cc3)[C@H]2C1=O,-0.2,836,i,49.8
COc1ccc(Nc2nc(NCCN3CCOCC3)nc(Nc3ccc(OC)cc3)n2)cc1,6.8,390,i,22.2
Cc1ccccc1NC(=O)c1cccc(N2C(=O)C3CCC(C)CC3C2=O)c1 (stereo unspecified),-25.8,632,i,24.1
Cc1ccc(C)c(N(C(=O)CNC(=O)c2ccco2)C(C(=O)NC2CCCC2)c2ccncc2)c1 (stereo unspecified),-21.5,777,i,10.1
Cn1nnnc1SCCNC(=O)C1CCC(=O)N(CCc2ccccc2)C1 (stereo unspecified),-2.6,816,i,67.2
Cc1nonc1NC(=O)CSc1nc2ccc(Cl)cc2[nH]1,6.1,443,i,17.5
COc1ccc(/C=C/C(=O)N2CCOCC2)cc1OC,-14.8,788,i,34.6
O=C(Nc1ccncc1)Nc1ccccc1Cl,-8.8,824,i,66.9
CN(NS(=O)(=O)c1cccs1)c1ncc(C(F)(F)F)cc1Cl,-3.9,811,i,14.8
Cc1ccccc1CC(=O)N1CCOCC1,2.7,822,i,58.4
Cc1ccc2c(c1)c1nnc(SCC(=O)Nc3ccc(N(C)C)cc3)nc1n2CC(=O)O,9.0,831,i,28.6
O=C(NCC(F)(F)F)c1nn(Cc2ccccc2)c(=O)c2ccccc12,-5.7,709,i,35.0
CN1CCN(Cc2c(C(=O)N3CCc4ccccc4C3)nc3ccc(Cl)cn23)CC1,-2.7,762,i,46.3
CCOc1cccc2cc(C(=O)NC(C)c3ccccc3)c(=N)oc12 (stereo unspecified),-29.2,649,i,34.3
COc1c(/C=C2\SC(=Nc3ccccc3Cl)NC2=O)cccc1[N+](=O)[O-],-21.2,850,i,49.2
Cc1ccc(Cn2c(=O)n(C)c(=O)c3sccc32)cc1,-1.1,850,i,41.9
# (cont.)
SMILES,Lipid droplet,Lipid droplet cells 6.5 µM,T cell modulator,T cell modulator vesicle-bound %
NC(=O)CC(NC(=O)Cc1ccc(Br)cc1)c1ccc(NC2CCN(Cc3ccccc3)CC2)c([N+](=O)[O-])c1 (stereo unspecified),13.0,779,i,4.8
CCN(CC)c1ccc2nc3ccccc3[n+](CC)c2c1,-17.6,860,i,64.8
CC1CCN(C(=O)CN(Cc2ccc(F)cc2)S(C)(=O)=O)CC1,-21.5,818,i,60.3
COc1ccc(C)cc1NC(=O)c1nn(-c2ccccc2)cc1OC,-0.4,777,i,14.7
Cc1nn2c(=O)cc(CSCC(=O)Nc3ccccc3F)nc2s1,-0.3,697,i,26.5
NC(=O)c1cc(S(=O)(=O)NCc2cccs2)cs1,7.4,750,i,12.1
COc1ccc(-c2nc3ncccc3o2)cc1NC(=O)c1cccs1,-6.9,803,i,15.7
Cc1ccc(N(CC(=O)N2CCN(c3ccc(F)cc3)CC2)S(=O)(=O)c2c(C)noc2C)cc1,-14.8,719,i,17.0
COc1ccc(-n2nc(C(=O)NCC(=O)NCCCN3CCOCC3)c3ccccc3c2=O)cc1Cl,-6.4,820,i,17.0
CC(=O)C1=C(O)C(=O)N(c2ccc(Br)cn2)C1c1cccc([N+](=O)[O-])c1 (stereo unspecified),-5.1,819,i,51.5
Cc1ccc(NC(=O)c2cc(-c3ccccc3)n[nH]2)cc1,2.4,843,i,58.0
CCOC(=O)C1CCCN(C(=O)CCNS(=O)(=O)c2cc(Br)cnc2N)C1 (stereo unspecified),6.0,749,i,37.4
CCCC(=O)NCC(c1cccs1)S(=O)(=O)c1ccc(Cl)cc1 (stereo unspecified),-2.5,692,i,28.8
O=C(CN1CCN(c2ccccn2)CC1)Nc1ccc([N+](=O)[O-])cc1C(=O)Nc1ccccc1F,-10.7,648,i,71.5
COc1ccc(CNC(=O)/C(C#N)=C/c2cccc(OC)c2OC)cc1,-32.6,668,i,30.7
CCc1cccc(NS(=O)(=O)c2ccc(-n3cccn3)cc2)c1,-16.9,721,i,41.0
CCCNC(=O)Cn1c(=O)oc2cc(S(=O)(=O)N3CC(C)CC(C)C3)ccc21 (stereo unspecified),5.9,712,i,43.1
Cc1ccccc1NC(=S)Nc1ccccc1,7.7,834,i,28.9
O=C1c2cccc([N+](=O)[O-])c2C(=O)N1C1CCCCC1,-1.4,855,i,21.8
Cc1cccc(C(=O)NNC(=O)CSc2nnc(C3CC3)n2C)c1,1.3,817,i,47.3
Cc1ccccc1CC1(CO)CCCN(Cc2ccccc2Cl)C1 (stereo unspecified),-34.1,797,i,59.7
O=C(NCCc1ccc(Cl)cc1)C1COc2ccccc2O1 (stereo unspecified),-10.3,779,i,25.6
Cc1nc(C)c(C(=O)N(c2ccc(F)cc2)C(C(=O)NCC2CCCO2)c2ccccc2)s1 (stereo unspecified),22.6,853,i,14.7
COc1cc(/C=N/N2CCN(Cc3ccc(Cl)cc3)CC2)ccc1OC(C)=O,-1.9,831,i,61.0
CC(=O)c1ccc(OCc2cc(C(=O)N(C)C3CCOC3)no2)cc1 (stereo unspecified),-2.4,688,i,51.7
CC(=O)c1ccc(C(=O)NC2CCCN(Cc3ccc(Cl)cc3)C2)s1 (stereo unspecified),-22.2,697,i,51.8
Cc1ccc(N(CC(=O)NCc2ccccc2)C(=O)CCC(=O)Nc2nccs2)cc1,2.5,737,i,29.5
CN1CCN(CC(=O)N2c3ccccc3Sc3ccccc32)CC1,-27.3,505,i,67.3

# Results in Lipid droplet, Lipid droplet cells 6.5 µM and T cell modulator, for some of the entries so far:
SMILES,Lipid droplet,Lipid droplet cells 6.5 µM,T cell modulator
CCCn1cc(CN2CCc3ccc(NC(=O)C4CCCO4)cc3C2)c(C)n1 (stereo unspecified),19.4,697,i
COC(=O)c1cccc(NC(=O)c2cc3ccccc3o2)c1,-10.6,812,i
CC(C)(C)NC(=O)CN(Cc1ccccc1)S(=O)(=O)c1ccccc1,-12.3,815,i
O=C(NCCc1ccc(Cl)cc1)C1COc2ccccc2O1 (stereo unspecified),-10.3,779,i
CC(=O)c1ccc(C(=O)NC2CCCN(Cc3ccc(Cl)cc3)C2)s1 (stereo unspecified),-22.2,697,i

# Screening results (PubChem BioAssay)
